# Casp7 inh: caspase-7 (human) inhibition, allosteric or competitive; P55210; recombinant caspase-7, Ac-DEVD-AFC fluorescence rate; Potency, µM (doses to about 57.5 µM), for inactives: top-dose activity change, negative = inhibition, hits mostly inhibitors; 75,000 compounds, 0.02% hits; active = well fitted inhibition curve with a large enough effect in the main read-out, with a control signal flat, not every such curve was filed as active; inconclusive = small, poorly fitted or top-dose-only effect, or a change in a side signal; also: potency is read from the fitted curve at half-maximal effect; % of control where 0% means no effect
# Target sequence (P55210 24-198 limits assumed): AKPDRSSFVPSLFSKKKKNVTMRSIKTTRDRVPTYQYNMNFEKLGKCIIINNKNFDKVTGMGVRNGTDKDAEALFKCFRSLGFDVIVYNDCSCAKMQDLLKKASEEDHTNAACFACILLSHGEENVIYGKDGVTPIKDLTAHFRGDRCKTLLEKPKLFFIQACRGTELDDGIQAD
# Target sequence (P55210 207-303 limits assumed): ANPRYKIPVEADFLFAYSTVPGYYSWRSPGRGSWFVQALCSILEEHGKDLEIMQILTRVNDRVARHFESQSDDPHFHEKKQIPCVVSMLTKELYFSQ
# DNA Pol III inh: DNA polymerase III holoenzyme inhibition; reconstituted DNA polymerase III holoenzyme replication, biochemical; Potency, µM (top dose mostly 57.1 µM), without a hit: at the top dose activity change, negative = inhibition; 71,000 compounds, 0.25% hits; AID 603; also: potency is read from the fitted curve at half-maximal effect; % is scaled to controls: 0 for no effect and ±100 for the full control effect
#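 Reconstituted *E. coli* holoenzyme (0.35 nM Pol III, 1 nM beta, 154 nM SSB, 2 nM primase) was preincubated with compound for 15 min at RT. Synthesis on 1.4 nM ssM13Gori ran 35 min, then was stopped with PicoGreen/EDTA and read as dsDNA fluorescence.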
# USP2a inhib: USP2a (human) protease inhibition. Potency, µM (doses to about 38.3 µM), without a hit: at the highest dose activity change, negative = inhibition, actives largely listed as inhibitors. 60,000 compounds, 0.1% hits. USP2a enzymatic assay, qHTS inhibition. O75604;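 also: potency is read from the fitted curve at half-maximal effect; nearly all actives have a fitted effect of over 60% in size; plate controls were DMSO for no effect and NEM full inhibition control for full effect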
#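 USP2 core (20nM final) preincubated 30 min RT with compound, then Ub-PLA2 20nM and NBD C6-HPC 20uM final added; buffer 20mM Tris-HCl pH 8.0, 2mM CaCl2. Fluorescence Ex 460/Em 535 read at 0 and 2.5 h; normalized to NEM.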
# BRCT inh green: blocks human BRCA1 BRCT binding to phosphopeptide, green readout | P38398 | 75,000 compounds, 0.05% hits | BRCA1 BRCT-phosphopeptide binding, green fluorescence polarization | Potency, µM (highest dose often 76.9 µM), for the others: at the top dose activity change, negative = inhibition, hits mostly inhibitors;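 also: potency is read from the fitted curve at half-maximal effect; plate controls were peptide without protein for full effect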
#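 Fluorescence polarization: His-tagged BRCT (~35 kDa BRCA1 C-terminus, 250 nM) bound to 100 nM fluorescein-labeled phosphorylated 10-aa BACH1 peptide, pH 7.3 phosphate buffer with DTT and Tween 20. Compounds incubated 12 min at room temperature; inhibition read as lowered polarization.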
# BRCT PPI red: BRCT-phosphoprotein interaction inhibition (red fluorophore) | P38398 | BRCT-phosphopeptide binding, red fluorescence polarization | Potency, µM (highest dose often 76.9 µM), inactives show at the top dose activity change, negative = inhibition, usual class: inhibitors | 75,000 compounds, 0.03% hits; also: % is scaled to controls: 0 for no effect and ±100 for the full control effect
#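 Rhodamine-labelled pBACH1 10-mer (100 nM) bound to BRCT domain (100 nM) at pH 7.3; compounds incubated 12 min room temperature, polarization read. Free peptide defines full inhibition; unlabelled decapeptide titrated as control.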
# Tau fil binding: binds recombinant human tau filaments | P10636 | recombinant tau filaments, thioflavin S fluorescence, 15 h; filaments grown with octadecylsulfate alongside compound | Potency, µM (top dose mostly 57.1 µM), without a hit: at the top dose activity change, negative = inhibition | 71,000 compounds, 2% hits | AID 596;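 also: potency is read from the fitted curve at half-maximal effect; % is scaled to controls: 0 for no effect and ±100 for the full control effect; actives lower thioflavin S fluorescence by blocking filaments or displacing dye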
#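 Thioflavine S fluorescence (ex 450, em 510 nm) reports filaments formed from 1 uM human tau plus 30 uM ODS over 15 h at 37 C (10 mM HEPES pH 7.4, 100 mM NaCl, 5 mM DTT); compounds displacing dye or blocking filaments lower signal.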
# Caspase-1 inhib: caspase-1 (human) inhibition, allosteric or competitive; AID 900; Potency, µM (series often up to 57.5 µM), for inactives: top-dose activity change, negative = inhibition, usual class: inhibitors; Caspase-1 enzyme, Ac-WEHD-AFC fluorogenic rate; P29466; 75,000 compounds, 0.03% hits;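 also: potency is read from the fitted curve at half-maximal effect; plate controls were vehicle for no effect and no substrate for full effect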
# Target sequence (P29466 120-297 limits assumed): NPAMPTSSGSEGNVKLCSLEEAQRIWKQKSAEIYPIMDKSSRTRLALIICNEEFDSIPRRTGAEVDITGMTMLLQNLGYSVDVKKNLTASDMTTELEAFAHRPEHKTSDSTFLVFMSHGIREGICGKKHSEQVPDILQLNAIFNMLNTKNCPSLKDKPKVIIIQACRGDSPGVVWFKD
# Target sequence (P29466 317-404 limits assumed): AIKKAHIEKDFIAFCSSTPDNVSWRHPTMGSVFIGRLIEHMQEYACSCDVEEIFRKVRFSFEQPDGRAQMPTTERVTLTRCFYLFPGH
# Rhodamine fluor: compound autofluorescence in rhodamine spectral region; max dye-equivalent concentration, M; 59,000 compounds, 0.05% hits; Rhodamine-region fluorescence, 547/598 nm, Tris buffer; hits give high values; in the data active = max dye-equivalent concentration above about 11 nM; inconclusive = between about 1.1 nM and that limit
#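 A six-point rhodamine series on each plate calibrates the signal. Compounds sit in 100 mM Tris (pH 8.0) for 15 min at ambient temperature before imaging through 547 nm/598 nm filters.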
# HEK293 cAMP ctrl: parental HEK293 cAMP activation (counter-screen). parental HEK293 CNG cAMP sensor, membrane potential fluorescence. Potency, µM (highest dose often 57.1 µM), without a hit: at the top dose activation, actives largely listed as activators. 73,000 compounds, 2.5% hits; also: potency is read from the fitted curve at half-maximal effect; % of control where 0% means no effect; nearly all actives have a fitted effect of over 55% in size
#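 Parental HEK 293 cells stably expressing a modified CNG channel (no TSHR) report cAMP rise as membrane depolarization. Membrane potential dye with 100 uM RO 20-1724 was loaded for 60 min at room temperature, then compound added for 30 min; fluorescence read at 590 nm.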
# 15-hLO inh: 15-hLO (ALOX15) enzyme inhibition. AID 887. purified 15hLO-1, xylenol orange hydroperoxide absorbance. 74,000 compounds, 1.4% hits. P16050. Potency, µM (titrated, usually from 57.1 µM), for inactives: top-dose activity change, negative = inhibition, hits mostly inhibitors; also: potency is read from the fitted curve at half-maximal effect; % is scaled to controls: 0 for no effect and ±100 for the full control effect; nearly all actives have a fitted effect of over 55% in size
#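 Compounds were preincubated 15 min at room temperature with 40 nM purified human enzyme (25 mM Hepes pH 7.5, 0.01% Triton X-100); 50 uM arachidonic acid reacted 6 min. Fe-xylenol orange detection, 30 min, absorbance ratio 573/405 nm.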
# HADH2 inh: blocks human hydroxyacyl-CoA dehydrogenase type II; 73,000 compounds, 3.4% hits; recombinant HADH2, NADH fluorescence, beta-hydroxybutyryl-CoA; Potency, µM (titrated, usually from 57.1 µM), for the others: at the top dose activity change, negative = inhibition, hits mostly inhibitors; Q99714; AID 886; also: potency is read from the fitted curve at half-maximal effect; % is scaled to controls: 0 for no effect and ±100 for the full control effect; nearly all actives have a fitted effect of over 60% in size; many of its hits are not listed in these tables
# Target sequence (Q99714 whole entry, looked up, one chain of several): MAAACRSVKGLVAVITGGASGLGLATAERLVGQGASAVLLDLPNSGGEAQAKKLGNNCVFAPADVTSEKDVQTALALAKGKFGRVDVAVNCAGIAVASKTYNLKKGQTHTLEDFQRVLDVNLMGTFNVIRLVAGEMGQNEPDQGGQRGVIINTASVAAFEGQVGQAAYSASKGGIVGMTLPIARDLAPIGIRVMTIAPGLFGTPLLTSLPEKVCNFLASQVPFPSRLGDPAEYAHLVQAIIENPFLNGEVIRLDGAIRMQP
#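 NADH fluorescence (ex 360/em 450 nm) read every 30 s for 4 min; activity taken as last-minus-first time point difference. Enzyme 20 nM, NAD+ 1 mM, beta-hydroxybutyryl-CoA 90 uM, pH 9.0 Tris buffer.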
# Numbers without * were called inactive; i = inactive; ? = inconclusive; . = not tested or not shown; [ ] = another dose, or the depositor's remark. Unless noted, calls follow the shape of the dose curve; as a rule, active = well fitted curve in the direction sought with a large enough effect; inconclusive = small, poorly fitted or top-dose-only effect, or another doubt; inactive = no such curve, though single readings can be large; an effect the other way counts as inactive or inconclusive. A portion of the library, so the mix of outcomes need not match the whole.
SMILES,Casp7 inh,DNA Pol III inh,USP2a inhib,BRCT inh green,BRCT PPI red,Tau fil binding,Caspase-1 inhib,Rhodamine fluor,HEK293 cAMP ctrl,15-hLO inh,HADH2 inh
CCOC(=O)c1cnc(-c2ccccc2)[nH]c1=O,1%,-12%,-9%,-0.9%,-2.0%,-9%,-2%,i,7%,3%,-2%
Cn1c(=O)cc(SCC(=O)N2CCOCC2)c2ccc(Cl)cc21,2%,-6%,-4%,1.2%,-0.4%,0%,-2%,i,5%,-4%,-3%
COc1ccccc1OCCn1c(=O)sc2ccccc21,-2%,-7%,.,-0.1%,-1.0%,-3%,-2%,i,?,12%,2%
Cc1onc(-c2ccccc2Cl)c1C(=O)Nc1ccc(S(=O)(=O)NCC2CCCO2)cc1 (stereo not drawn),1%,-2%,31%[activator],0.5%,-0.9%,-12%,0%,i,1%,-11%,3%
O=C(NC1CCCC1)c1cccc(S(=O)(=O)N2CCCCC2)c1,0%,0%,-2%,0.9%,-0.2%,1%,0%,i,7%,3%,9%
O=C(OCC(=O)N1CCOCC1)c1ccccc1SCC(=O)N1CCCC1,-2%,0%,-1%,1.8%,0.6%,10%,-1%,i,19%,-1%,-26%
O=C(CC1SCCNC1=O)Nc1cccc(C(F)(F)F)c1 (stereo not drawn),-1%,-5%,3%,-1.6%,-1.4%,11%,-2%,i,2%,5%,-8%
COc1ccc2c(C)cc(=O)oc2c1C,0%,0%,3%,0.0%,-3.5%,6%,-1%,.,7%,-4%,25µM*
O=S(=O)(c1ccc(S(=O)(=O)n2cnc3ccccc32)cc1)N1CCCCCC1,2%,-3%,.,-0.3%,-0.2%,-8%,0%,i,2%,21%,-13%
Cc1cc(Cl)ccc1OCC(=O)N1C(C)CCCC1C (stereo not drawn),-1%,-1%,2%,0.4%,-2.3%,-3%,-2%,i,?,2%,-5%
CCC1(c2ccccc2)NC(=O)N(CC(=O)Nc2cccc(C#N)c2)C1=O (stereo not drawn),0%,-7%,2%,-3.0%,0.2%,2%,0%,i,-9%,1%,8%
O=C(COc1ccc(Cl)cc1Cl)NCc1ccco1,0%,-3%,2%,-1.7%,0.0%,-4%,-3%,i,5%,-7%,-4%
COc1ccccc1N1CCN(C2=NS(=O)(=O)c3ccccc32)CC1,1%,0%,0%,-1.3%,-0.5%,-9%,1%,i,9%,-3%,-1%
COc1ccc(C(=O)N(CCCO)Cc2cc3c(C)ccc(C)c3[nH]c2=O)cc1OC,2%,-7%,-4%,2.4%,0.0%,-8%,-1%,i,-6%,-1%,1%
O=C(c1cc(-c2ccccc2)on1)N1CCN(Cc2ccc3c(c2)OCO3)CC1,-1%,3%,-18%,1.8%,-1.3%,-2%,1%,i,19%,-24%,1%
CCSc1nc(C)nc2c1oc1ccccc12,-1%,-4%,3%,-4.4%,-2.7%,-6%,-3%,i,19%,3%,7%
COC(=O)/C(C)=C/CC12OC(C)(C)C3CC(C=C4C(=O)c5cc6c(c(CCC(C)(C)Cl)c5OC431)OC1(C)CCC(=C(C)C)C6C1)C2=O (stereo not drawn),0%,.,-12%,-0.6%[3.08 µM],1.2%,.,1%,.,.,-9%,.
COC(=O)[C@@]1(Cc2ccc(OC)cc2)[C@H]2c3cc(C(=O)N(C)C)[nH]c3C[C@H]2CN1C(=O)c1ccccc1,-1%,6%,.,-1.7%,0.9%,4%,1%,.,11%,.,8%
Cn1nc(C(=O)N2CCCC2)c2ccccc2c1=O,1%,-8%,2%,0.2%,1.0%,-2%,3%,i,-1%,7%,5%
COc1cc(NCCC(=O)O)c2ncccc2c1,-1%[11.5 µM],0%[11.4 µM],.,-1.2%[15.4 µM],-1.3%[15.4 µM],-6%[11.4 µM],3%[11.5 µM],i,2%[11.4 µM],7%[11.4 µM],-11%[11.4 µM]

# Some of these compounds in order of the DNA Pol III inh value, low to high:
mol,DNA Pol III inh
Cn1c(=O)cc(SCC(=O)N2CCOCC2)c2ccc(Cl)cc21,-6%
O=S(=O)(c1ccc(S(=O)(=O)n2cnc3ccccc32)cc1)N1CCCCCC1,-3%
O=C(OCC(=O)N1CCOCC1)c1ccccc1SCC(=O)N1CCCC1,0%

# Back to the main list with the 2 entries that preceded the break.
SMILES,Casp7 inh,DNA Pol III inh,USP2a inhib,BRCT inh green,BRCT PPI red,Tau fil binding,Caspase-1 inhib,Rhodamine fluor,HEK293 cAMP ctrl,15-hLO inh,HADH2 inh
Cn1nc(C(=O)N2CCCC2)c2ccccc2c1=O,1%,-8%,2%,0.2%,1.0%,-2%,3%,i,-1%,7%,5%
COc1cc(NCCC(=O)O)c2ncccc2c1,-1%[11.5 µM],0%[11.4 µM],.,-1.2%[15.4 µM],-1.3%[15.4 µM],-6%[11.4 µM],3%[11.5 µM],i,2%[11.4 µM],7%[11.4 µM],-11%[11.4 µM]
O=c1c2ccccc2nc(SCc2cccc(F)c2)n1Cc1ccco1,-1%,5%,-10%,0.6%,-1.6%,5%,-2%,i,?,-21%,-6%
CCN(CC)CCCNC(=O)C1CCC(=O)N(c2ccc(OC)cc2)C1c1ccc(F)cc1 (stereo not drawn),-11%,-2%,-2%,-3.0%,-0.9%,1%,0%,i,?,-13%,0%
O=c1[nH]c(=S)c2c(n1-c1ccccc1)CCC2,0%,-4%,-6%,0.1%,0.7%,0%,1%,i,2%,1%,-12%
COc1ccc(N(CC(=O)Nc2cc(C(=O)O)ccc2C)S(=O)(=O)c2c(C)noc2C)cc1,2%,0%,-15%,1.2%,-0.5%,-19%,0%,i,9%,3%,-4%
CC(C)(C)NC(=O)c1cnn2c1NC(c1ccc(F)cc1)CC2C(F)(F)F (stereo not drawn),0%,-1%,3%,-4.2%,-0.6%,i,-1%,.,1%,4%,4%
CN(C)CCn1c(CO)nc2c1c(=O)n(C)c(=O)n2C,2%[11.5 µM],-1%[11.4 µM],.,-0.3%[15.4 µM],-1.3%[15.4 µM],4%[11.4 µM],2%[11.5 µM],i,1%[11.4 µM],3%[11.4 µM],2%[11.4 µM]
Cn1c(=O)cc(SCC(=O)N2CCN(C3CCCCC3)CC2)c2ccccc21,-3%,2%,28%,1.2%,-0.6%,31%,0%,i,18%,3%,-2%
O=C(Cn1nnc(-c2ccncc2)n1)N(C1CCCCC1)C1CCCCC1,-3%,-10%,42%[activator],-0.8%,-0.5%,-7%,0%,i,29%,-2%,19%
O=c1[nH]c2cc3c(cc2cc1CN(CC1CCCO1)S(=O)(=O)c1ccc(Cl)cc1)OCCO3 (stereo not drawn),-12%,-7%,10%,0.3%,0.2%,6%,?,i,15%,-7%,1%
CCCCOC(=O)CN1C(=O)c2ccc(C(=O)OCCCC)cc2C1=O,0%,-2%,-5%,3.1%,-1.6%,-2%,-3%,i,2%,0%,-6%
COC(=O)c1ccccc1NC(=O)C1CCCN(S(=O)(=O)c2ccc(F)cc2)C1 (stereo not drawn),-2%,-2%,-3%,0.8%,-0.8%,4%,-1%,i,?,3%,7%
CCOC(=O)c1cnn(CCOC(=O)Cc2cccs2)c1NC(=O)Cc1cccs1,-2%,2%,22%,-2.4%,-1.2%,0%,0%,i,11%,-4%,-23%
Cc1ccc(C)c(CN2CCNC2=O)c1,1%,0%,11%,-1.4%,-0.9%,0%,0%,i,5%,8%,-2%
COc1cc(C(=O)N2CCN(c3ccc(C)cc3C)CC2)cc(OC)c1OC,0%,3%,.,0.4%,-0.7%,9%,0%,.,9%,3%,6%
CCC(CC)C(=O)Nc1cc(NC(=O)C(CC)CC)cc(C(=O)O)c1,1%,-3%,-3%,-2.4%,-1.9%,0%,3%,i,2%,1%,0%
O=C(CCCC(=O)N(CC(=O)NC1CCCC1)Cc1ccc2c(c1)OCO2)Nc1ccccn1,0%,?,4%,-0.6%,0.5%,-4%,1%,i,28%,-12%,20%

# High-throughput results from PubChem.
